rTrxR1 inhibitor = qHTS Assay for Inhibitors of Mammalian Selenoprotein Thioredoxin Reductase 1 (TrxR1): qHTS; Thioredoxin reductase 1, cytoplasmic (Rattus norvegicus), O89049; recombinant rTrxR1, NADPH fluorescence consumption, selenite substrate; Potency, µM (highest dose often 114 µM), without a hit: at the highest dose activity change, negative = inhibition, actives largely listed as inhibitors; 1% of 390,000 active; AID 588453, 2011; also: potency is read from the fitted curve at half-maximal effect; % is scaled to controls: 0 for no effect and ±100 for the full control effect; nearly all actives have a fitted effect of over 65% in size
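Rat TrxR1 (90 nM in the dispensed reagent) was pre-reduced with 400 uM NADPH for 5 min at room temperature, then incubated with compound for 15 min. After 400 uM selenite was added, NADPH fluorescence (Ex 340/Em 450 nm) was followed for 8 min.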
D2 ag = HTS Assay for Allosteric Agonists of the Human D2 Dopamine Receptor: Primary Screen for Agonists; D(2) dopamine receptor (Homo sapiens), P14416; HEK293 T-REx D2 cells, calcium flux agonist mode; activation, % at 2 µM; 0.53% of 340,000 active;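 active = activation over 3 SD above normal in the single-dose calcium agonist read, cut at about 30% in these data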; also: 0% is about no effect
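Tetracycline-induced HEK293 T-REx cells with force-coupled D2 receptor, plated overnight at 30 C, loaded with no-wash calcium dye. After a 10 s baseline, compound was pin-added and calcium flux read kinetically for 180 s; calcium rises flagged agonists.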
TRHR PAM = qHTS for Small Molecule Agonists and Allosteric Enhancers of Human TRH Receptor: Primary Screen for Enhancers. enhancement, % at 2 µM. 0.66% of 360,000 active. Thyrotropin-releasing hormone receptor (Homo sapiens), P34981. TRHR cells, fluo-8 calcium fluorescence, EC20 TRH enhancement; in the data active = enhancement above about 30%; also: 0% is about no effect
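Enhancer read-out: after compound pinning and an initial kinetic agonist-mode read, an EC20 of TRH (10 nM final) was injected and fluo-8 calcium signal (Ex 480/Em 530) followed at 1 s/cycle for 100 cycles in TRHR-expressing cells.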
TrxR1 substrate = qHTS Assay for Substrates of Mammalian Selenoprotein Thioredoxin Reductase 1 (TrxR1): qHTS; Thioredoxin reductase 1, cytoplasmic (Rattus norvegicus), O89049; purified TrxR1 substrate turnover, NADPH consumption readout; Potency, µM (series often up to 114 µM), without a hit: at the highest dose activity change, negative = substrate turnover; 0.01% of 390,000 active; AID 588456, 2011; also: potency is read from the fitted curve at half-maximal effect; % is scaled to controls: 0 for no effect and ±100 for the full control effect; nearly all actives have a fitted effect of over 50% in size
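Rat TrxR1, dispensed at 90 nM, was prereduced with 400 uM NADPH (final) for 5 min at ~22 deg C, then incubated with compound 15 min before 400 uM selenite. A first-read NADPH fluorescence drop versus no-compound background flagged substrates.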
mIDH1 inhibitor = qHTS for Inhibitors of mutant isocitrate dehydrogenase 1 (IDH1): qHTS; 0.093% of 390,000 active; IDH1-R132H enzyme, NADPH consumption, diaphorase/resazurin fluorescence; Potency, µM (top dose mostly 76.6 µM), inactives show at the top dose activity change, negative = inhibition, actives largely listed as inhibitors; Isocitrate dehydrogenase [NADP] cytoplasmic (Homo sapiens), O75874; also: potency is read from the fitted curve at half-maximal effect; % is scaled to controls: 0 for no effect and ±100 for the full control effect; nearly all actives have a fitted effect of over 65% in size
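IDH1-R132H (0.5 ug/mL) preincubated 30 min with compound, then NADPH (0.016 mM) and alpha-KG (2 mM) added; 80 min at RT, pH 7.5. Remaining NADPH coupled via diaphorase/resazurin to fluorescence (540/590 nm); concentration-response curves normalized to no-enzyme control.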
D2 antagonist = HTS Assay for Allosteric Antagonists of the Human D2 Dopamine Receptor: Primary Screen for Antagonists | D(2) dopamine receptor (Homo sapiens), P14416 | HEK293 TREx D2 cells, calcium flux, dopamine EC80 | inhibition, % at 10 µM | 2% of 340,000 active | AID 485344, 2010; in the data active = inhibition above about 30%; also: 0% is about no effect
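Inhibition of EC80 dopamine-driven calcium flux, recorded kinetically, defines activity here; cells are a tetracycline-induced HEK293 T-REx line expressing force-coupled D2.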
TRHR ag = qHTS for Small Molecule Agonists and Allosteric Enhancers of Human TRH Receptor: Primary Screen for Agonists; Thyrotropin-releasing hormone receptor (Homo sapiens), P34981; TRHR cells, calcium flux fluo-8, FDSS agonist mode; activation, % at 2 µM; 0.18% of 360,000 active; AID 493084, 2011; in the data active = activation above about 30%; also: 0% is about no effect
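TRHR-expressing cells loaded with fluo-8 calcium dye; 23 nL library compound pin-transferred, kinetic FDSS fluorescence (Ex 480/Em 530) recorded about 180 s for agonist-induced calcium release, before a 10 nM TRH EC20 addition for potentiator mode.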
Pin1 inhibitor = qHTS Assay to Find Inhibitors of Pin1. Potency, µM (titrated, usually from 115 µM), for the others: at the highest dose activity, negative = inhibition, most hits filed as inhibitors. 0.009% of 390,000 active. Pin1 FP peptide displacement, HiFluor488, 10 min. Peptidyl-prolyl cis-trans isomerase NIMA-interacting 1 (Homo sapiens), Q13526; active = well fitted inhibition curve with a large enough effect in the polarisation, with a control signal flat, not every such curve was filed as active; inconclusive = small, poorly fitted or top-dose-only effect, or effect the other way, or a change in a side signal; inactive = no such curve, though single readings can be large or run the other way; the % refers to the polarisation; also: potency is read from the fitted curve at half-maximal effect; % is scaled to controls: 0 for no effect and ±100 for the full control effect
Target sequence (Q13526 whole entry, looked up): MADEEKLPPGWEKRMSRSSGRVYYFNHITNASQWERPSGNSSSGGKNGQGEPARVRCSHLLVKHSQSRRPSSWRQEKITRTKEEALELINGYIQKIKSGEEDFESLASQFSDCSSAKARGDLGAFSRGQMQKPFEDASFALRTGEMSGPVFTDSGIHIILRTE
USP1-UAF1 inh = Inhibitors of USP1/UAF1: Primary Screen | Ubiquitin carboxyl-terminal hydrolase 1 (Homo sapiens), O94782 | recombinant USP1/UAF1, Ub-Rhodamine cleavage fluorescence | Potency, µM (highest dose often 57.1 µM), for inactives: at the highest dose activity change, negative = inhibition, most hits filed as inhibitors | 0.23% of 390,000 active | AID 743255, 2014; also: potency is read from the fitted curve at half-maximal effect; % is scaled to controls: 0 for no effect and ±100 for the full control effect; nearly all actives have a fitted effect of over 60% in size; inactives centre near -12
Target sequence (O94782 whole entry, looked up): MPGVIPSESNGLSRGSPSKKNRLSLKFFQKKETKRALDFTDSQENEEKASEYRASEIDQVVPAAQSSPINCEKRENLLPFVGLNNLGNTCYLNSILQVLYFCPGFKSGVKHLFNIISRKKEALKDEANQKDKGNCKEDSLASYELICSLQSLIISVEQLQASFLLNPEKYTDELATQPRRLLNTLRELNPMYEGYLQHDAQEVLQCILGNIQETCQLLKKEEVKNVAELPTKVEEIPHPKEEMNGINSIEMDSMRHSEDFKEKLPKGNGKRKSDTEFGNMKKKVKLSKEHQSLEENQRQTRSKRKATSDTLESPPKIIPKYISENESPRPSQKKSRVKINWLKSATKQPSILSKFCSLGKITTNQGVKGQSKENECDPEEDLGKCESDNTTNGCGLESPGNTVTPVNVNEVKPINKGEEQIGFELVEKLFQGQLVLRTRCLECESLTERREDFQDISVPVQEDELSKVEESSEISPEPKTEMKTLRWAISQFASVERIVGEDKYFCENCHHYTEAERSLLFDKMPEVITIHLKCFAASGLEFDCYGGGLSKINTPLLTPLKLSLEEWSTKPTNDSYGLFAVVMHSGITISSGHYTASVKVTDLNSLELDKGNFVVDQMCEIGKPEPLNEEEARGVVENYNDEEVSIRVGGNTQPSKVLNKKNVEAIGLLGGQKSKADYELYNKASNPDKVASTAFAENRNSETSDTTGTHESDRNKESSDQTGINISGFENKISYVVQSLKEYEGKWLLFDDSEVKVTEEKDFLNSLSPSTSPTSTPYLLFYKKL
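USP1/UAF1 complex at 1 nM was preincubated with compound for 15 min at room temperature, then Ub-Rho substrate (150nM final) was added. Fluorescence (480/540 nm) was read kinetically, 6 reads every 60 seconds.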
Active calls of the source: *; ? = inconclusive; · = not tested or not shown; [ ] = another dose, or the depositor's remark. Unless noted, calls follow the shape of the dose curve; as a rule, active = well fitted inhibition curve with a large enough effect; inconclusive = small, poorly fitted or top-dose-only effect; inactive = no such curve, though single readings can be large or run the other way. A portion of the library (hit frequency here may not be typical).

SMILES	rTrxR1 inhibitor	D2 ag	TRHR PAM	TrxR1 substrate	mIDH1 inhibitor	D2 antagonist	TRHR ag	Pin1 inhibitor	USP1-UAF1 inh
CCOc1ccc(CN2CCCC(CO)(Cc3ccccc3F)C2)cc1 (stereo unspecified)	25%	0.4	0	5%	0%	67*	0.8	4%	-2%
CCn1c(C(=O)NCc2cccnc2)cc2sc(Cl)cc21	-6%	-0.4	3	-9%	10%	1	1.3	-5%	1%
C/C(=N\NC(=O)c1ccc(CN(C)S(=O)(=O)c2ccc(C)cc2)cc1)c1ccc(OC(F)F)cc1	-10%	0.2	0	-12%	6%	1	0.8	-2%	-12%
Cc1nc(Nc2ccc(Cl)cc2)c2nnn(Cc3ccccc3)c2n1	16%[57.1 µM]	-0.8	10	14%[57.1 µM]	-4%	2	1.0	0%	-13%
CCCn1c(N2CCN(C(=O)/C=C/C(=O)O)CC2)nc2ccccc21	17%	-0.8	-10	7%	-6%	-5	-0.1	-5%	-4%
CC(=O)c1cc2c(cc1NS(=O)(=O)c1ccccc1F)OCO2	7%	-6.2	5	-1%	14%	14	-1.9	9%	-20%
Cc1ccc(S(N)(=O)=O)cc1	17%	-0.1	3	8%	6%	12	0.0	3%	-20%
Cc1ccc(CNC(=O)CSc2c(C)cnc3c2c(=O)n(C)c(=O)n3C)cc1	11%[57.1 µM]	0.7	2	2%[57.1 µM]	-6%	·	0.2	-9%	?
CCN(CC)c1ccc(/C=C(\C#N)C(=O)NCc2ccccc2)cc1	-5%[57.1 µM]	4.4	3	-2%[57.1 µM]	-5%	-9	10	?	-23%
CCOc1ccc(/C=C(\C#N)C(=O)Nc2cccnc2)cc1	-16%	-0.1	4	-8%	5%	7	-0.3	-8%	-20%
CC(C)(C)OC(=O)N1CCC(C(=O)N2CCOCC2)CC1	15%	-0.9	7	7%	14%	8	0.1	-12%	-10%
O=C(NCc1ccc(F)cc1)c1cc2c(cc1Cl)N1CCCCCC1=NS2(=O)=O	33%	0.5	-5	5%	-2%	-2	0.2	2%	-2%
O=C(NNC(=O)c1cc(-c2ccc(Br)cc2)nc2ccccc12)c1csc(N2CCOCC2)n1	24%	·	·	2%	0%	·	·	30%[activator]	-19%
CCOC(=O)c1c(N)n(-c2ccc(C)c(Cl)c2)c2nc3ccccc3nc12	20%[57.1 µM]	0.0	6	12%[57.1 µM]	2%	·	-0.4	12%	-17%
COC(C)c1oc2c(C)c3oc(=O)cc(C)c3cc2c1C (stereo unspecified)	4%[57.1 µM]	·	·	24%[57.1 µM]	2%	·	·	3%	-5%
CCn1ncc(CN2CCC(Oc3cc(C(=O)NC4CC4)ccc3OC)CC2)c1C	-1%	1.0	3	3%	8%	-12	0.4	1%	-12%
COc1ccc(Br)cc1C(=O)N/N=C/c1ccc([N+](=O)[O-])cc1	19%[11.4 µM]	0.2	0	10%[57.1 µM]	22%	-7	-0.4	7%	-4%
Cc1cc(=O)[nH]c(N/N=C/c2cc(C)n(CC(F)(F)F)c2C)n1	-18%	0.3	6	-12%	-1%	9	0.7	?	-8%
O=C(Cn1c(C(=O)OCCO)cc2ccccc21)c1ccccc1	14%[57.1 µM]	-0.1	3	-7%	11%	7	0.0	-3%	-15%
O=C(CCNC(=O)N1CC(=O)Nc2ccccc21)NCc1cccc(Cl)c1	12%	-0.3	2	-1%	0%	8	-0.1	-6%	-4%
CC(=O)c1ccc(S(=O)(=O)N2CCNCC2)cc1	-11%	0.4	1	-1%	0%	1	0.7	-3%	-17%
COc1ccc(N(CC(=O)N2CCCCC2)S(=O)(=O)c2c(C)nn(C)c2C)cc1	43%	0.8	0	8%[57.1 µM]	10%	2	0.3	-9%	-13%
O=c1[nH]c(=O)n(C2CCCCCC2)c(O)c1C=NCc1ccc(F)cc1	2%	0.1	5	-2%	-1%	0	0.3	2%	-23%
Cc1ccc(C(=O)NCCNS(=O)(=O)c2ccccc2)cc1	14%	-1.1	2	6%	14%	-8	-0.4	8%	-11%
CCn1c(SCc2cccc(C)c2)nnc1-c1ccccc1	15%	-0.2	-5	1%	12%	-1	-0.3	-4%	-6%

Records listed above marked active in D2 antagonist.
SMILES | rTrxR1 inhibitor | TRHR PAM | TrxR1 substrate | D2 antagonist | TRHR ag | Pin1 inhibitor | USP1-UAF1 inh
CCOc1ccc(CN2CCCC(CO)(Cc3ccccc3F)C2)cc1 (stereo unspecified) | 25% | 0 | 5% | 67* | 0.8 | 4% | -2%

Laid out differently: entries from further up.
mol: COC(C)c1oc2c(C)c3oc(=O)cc(C)c3cc2c1C (stereo unspecified)
- rTrxR1 inhibitor: 4%[57.1 µM]
- D2 ag: ·
- TRHR PAM: ·
- TrxR1 substrate: 24%[57.1 µM]
- mIDH1 inhibitor: 2%
- D2 antagonist: ·
- TRHR ag: ·
- Pin1 inhibitor: 3%
- USP1-UAF1 inh: -5%

mol: O=C(NCc1ccc(F)cc1)c1cc2c(cc1Cl)N1CCCCCC1=NS2(=O)=O
- rTrxR1 inhibitor: 33%
- D2 ag: 0.5
- TRHR PAM: -5
- TrxR1 substrate: 5%
- mIDH1 inhibitor: -2%
- D2 antagonist: -2
- TRHR ag: 0.2
- Pin1 inhibitor: 2%
- USP1-UAF1 inh: -2%

Continuation:
SMILES	rTrxR1 inhibitor	D2 ag	TRHR PAM	TrxR1 substrate	mIDH1 inhibitor	D2 antagonist	TRHR ag	Pin1 inhibitor	USP1-UAF1 inh
Cc1noc(C)c1S(=O)(=O)N(C)C[C@H]1Oc2c(NC(=O)Nc3ccc(C(F)(F)F)cc3)cccc2C(=O)N([C@H](C)CO)C[C@@H]1C	5%	·	·	-4%	?	·	·	2%	-20%
COc1cccc(Cn2c(Oc3cc(C)cc(C)c3)nc3c2c(=O)n(C)c(=O)n3C)c1	25%	-1.2	-1	4%	4%	·	-1.1	?	-20%
COc1ccc(C(=O)N2CCc3cc4c(cc3C2C)OCCCO4)cc1 (stereo unspecified)	-7%	·	-7	-7%	-3%	·	1.4	1%	13%
O=S(=O)(NCCc1cccs1)c1ccc(Br)cc1	7%	0.5	0	-5%	-3%	-6	-0.2	-3%	-12%
Cc1nc(C)c(-c2csc(Nc3ccc(N)cc3)n2)s1	21%	0.0	-4	2%	-15%	-3	-0.3	1%	-21%
COc1ccc(C(=O)C(OC(=O)CNC(=O)c2ccco2)c2ccccc2)cc1 (stereo unspecified)	-21%	0.3	-1	2%	-5%	-21	-0.4	4%	-19%
O=C(CCC1CCCC1)Nc1nnc(-c2ccc3c(c2)OCO3)s1	-9%	1.5	2	1%	0%	-5	-0.2	1%	-12%
CC(C)NC(=O)c1ccccc1NC(=O)C1CCCO1 (stereo unspecified)	8%	0.3	1	1%	2%	-1	0.9	-7%	-8%
Cc1cc(C)cc(OCCSc2nc3ccc(NC(=O)c4ccc5c(c4)OCO5)cc3s2)c1	22%	3.1	17	10%	-2%	·	1.0	-4%	-5%
COc1cccc2sc(Nc3nc4ccc(NC(C)=O)cc4s3)nc12	31%	-0.3	1	88%[activator]	-4%	3	-0.3	28%	?
CO/N=C/c1ccc(N2CCN(C(=O)c3cccc(C(F)(F)F)c3)CC2)c([N+](=O)[O-])c1	2%[57.1 µM]	1.6	0	0%[57.1 µM]	4%	-39	0.1	-2%	-15%
COc1ccc(Cl)cc1C(=O)Nc1nc2ccccc2[nH]1	34%	0.0	-1	40%[activator]	7%	-3	-0.3	11%	-15%
CN(C)S(=O)(=O)c1ccc(Oc2ccc(S(=O)(=O)N(C)C)cc2)cc1	4%	1.3	-17	-2%	2%	0	3.2	1%	-26%
Clc1cccc(-c2sc(Nc3ccccc3)n[n+]2-c2ccccc2)c1Cl	-19%	-1.5	1	-7%	-1%	-18	0.5	35%[activator]	?

2 compounds drawn at random from the list so far:
SMILES	rTrxR1 inhibitor	D2 ag	TRHR PAM	TrxR1 substrate	mIDH1 inhibitor	D2 antagonist	TRHR ag	Pin1 inhibitor	USP1-UAF1 inh
O=S(=O)(NCCc1cccs1)c1ccc(Br)cc1	7%	0.5	0	-5%	-3%	-6	-0.2	-3%	-12%
O=C(CCC1CCCC1)Nc1nnc(-c2ccc3c(c2)OCO3)s1	-9%	1.5	2	1%	0%	-5	-0.2	1%	-12%
